D2 potentiator – positive allosteric modulators of human D2 dopamine receptor | P14416 | HEK293 T-REx D2, calcium flux, EC20 dopamine potentiation | potentiation, % at 10 µM | 0.34% of 340,000 active;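 active = potentiation over 3 SD above the plate norm, cut at about 30% in these data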; note: 0% is about no effect
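Tetracycline-induced Hek293 Trex D2 cells, force-coupled to calcium, loaded with no-wash calcium dye. Compound added with 180 s kinetic read for agonism, then EC20 dopamine and a further 180 s read for potentiation.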
D1 antag – antagonists of human D1 dopamine receptor; 3.2% of 360,000 active; activity change, negative = inhibition, % at 10 µM; HEK293 TREx D1 cells, calcium flux, dopamine EC80; hits give low values; in the data active = activity change below about -30%; note: % is set by controls: 0 for no effect and ±100 for the full control effect
Target sequence (P21728 whole entry, looked up): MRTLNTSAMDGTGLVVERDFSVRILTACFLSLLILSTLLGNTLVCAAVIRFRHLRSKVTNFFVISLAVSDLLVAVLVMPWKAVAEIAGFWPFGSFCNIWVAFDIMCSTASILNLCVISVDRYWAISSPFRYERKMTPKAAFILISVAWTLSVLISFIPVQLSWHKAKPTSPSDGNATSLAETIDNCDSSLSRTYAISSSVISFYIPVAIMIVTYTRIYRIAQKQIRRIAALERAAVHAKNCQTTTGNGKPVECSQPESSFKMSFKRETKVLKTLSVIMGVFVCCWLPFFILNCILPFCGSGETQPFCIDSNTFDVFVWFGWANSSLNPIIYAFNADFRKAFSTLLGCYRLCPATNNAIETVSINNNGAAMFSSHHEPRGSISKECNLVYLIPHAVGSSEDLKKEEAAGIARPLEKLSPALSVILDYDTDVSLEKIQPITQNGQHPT
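Using tetracycline-induced force-coupled D1 Hek293 cells and a calcium dye, signals were followed for 180 s after compound, then for 180 s after EC80 dopamine, to detect inhibitors.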
D1 agonist – human D1 receptor agonism; activation, % at 2 µM; HEK293 T-REx D1 cells, calcium flux, agonist mode; 1% of 360,000 active; P21728; in the data active = activation above about 30%; note: 0% is about no effect
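Inducible HEK293 T-REx D1 cells, force-coupled to calcium signalling, were plated at 4000 cells/well with tetracycline and held overnight at 30 C. After no-wash calcium dye loading, compound-evoked calcium rise over 180 s flagged agonists.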
RXFP1 agonist – activates the human relaxin receptor RXFP1; Q9HBX9; HEK293T-RXFP1 cAMP TR-FRET, 30 min; response scale: percent of porcine relaxin response, buffer zero; Potency, µM (top dose mostly 57.5 µM), inactives show top-dose activation, hits mostly activators; 0.3% of 370,000 active; AID 2676; note: potency is the fitted concentration of half-maximal effect; % is set by controls: 0 for no effect and ±100 for the full control effect; nearly all actives have a fitted effect of over 60% in size; many of its hits are not listed in these tables
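HEK293 cells stably expressing RXFP1, treated 30 min at 37C with compounds plus PDE4 inhibitor Ro 20174; cAMP measured by HTRF TR-FRET. Normalized to buffer and 29 nM porcine relaxin; EC50 by Hill fit.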
Vif-A3F inh – Vif-A3F binding inhibition; 0.2% of 390,000 active; HeLa A3F-eYFP + Vif (tagged APOBEC3F with the HIV-1 protein that degrades it), YFP fluorescence increase; AID 602313; Potency, µM (top dose mostly 46.1 µM), for inactives: at the highest dose activity, negative = active; note: potency is the fitted concentration of half-maximal effect; % of control where 0% means no effect; nearly all actives have a fitted effect of over 65% in size
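HeLa cells stably expressing A3F-eYFP plus Vif, plated and incubated overnight at 37 deg C, then exposed to compounds overnight at 37 deg C. Blocked degradation read as raised yellow fluorescence (Ex 488/Em 500-530).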
LDHA block – LDHA (human) enzyme inhibition; P00338; purified LDHA, NADH/diaphorase-resazurin fluorescence; hits give low values; 0.15% of 480,000 active; activity change, % (values are at about 110 or 230 µM); in the data active = activity change below about -30%; inconclusive = mostly about -25% to -30%;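 note: plate controls were DMSO wells for no effect and wells without enzyme for full effect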
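Human LDH5 at 2 nM final in Tris HCl pH 7.4 with 0.06 mM NADH and 0.2 mM pyruvate, reacted 5 minutes at room temperature. Remaining NADH coupled via diaphorase/resazurin; resorufin fluorescence read at 0 and 20 minutes, normalized to enzyme-free and DMSO wells.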
Vif-A3G inh – Vif-A3G binding inhibition; 0.076% of 410,000 active; AID 602310; HeLa A3G-eYFP + Vif (tagged APOBEC3G with the HIV-1 protein that degrades it), YFP fluorescence, overnight; Potency, µM (series often up to 46.1 µM), for the others: top-dose activity, negative = active, actives largely listed as inhibitors;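 note: potency is the fitted concentration of half-maximal effect; % is set by controls: 0 for no effect and ±100 for the full control effect; nearly all actives have a fitted effect of over 60% in size; hits raise eYFP signal because A3G escapes Vif-driven loss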
Target sequence (Q9HC16 whole entry, looked up): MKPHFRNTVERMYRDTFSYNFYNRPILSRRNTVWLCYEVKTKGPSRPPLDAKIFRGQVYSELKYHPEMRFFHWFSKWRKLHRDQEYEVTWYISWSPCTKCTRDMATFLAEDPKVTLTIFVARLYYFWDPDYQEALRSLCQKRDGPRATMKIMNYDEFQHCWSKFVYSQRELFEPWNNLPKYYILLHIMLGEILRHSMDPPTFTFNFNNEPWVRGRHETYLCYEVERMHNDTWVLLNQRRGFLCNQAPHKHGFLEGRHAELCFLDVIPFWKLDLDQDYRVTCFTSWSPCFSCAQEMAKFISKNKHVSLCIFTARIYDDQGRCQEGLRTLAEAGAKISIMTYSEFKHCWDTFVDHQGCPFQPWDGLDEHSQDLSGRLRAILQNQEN
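HeLa cells stably expressing Vif and C-terminally eYFP-tagged A3G, seeded overnight at 37 deg C, then exposed to compound by pintool overnight at 37 deg C. Rise in yellow fluorescence (Ex 488/Em 500-530, Acumen) marks blocked Vif-driven A3G degradation.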
D1 PAM – enhances dopamine response at the human D1 receptor; P21728; HEK293 TREx D1 cells, calcium flux, dopamine EC20 potentiation; potentiation, % at 10 µM; 0.036% of 360,000 active; AID 504651; in the data active = potentiation above about 30%; note: 0% is about no effect
Glioma ERSR ind – inducers of ER stress response in human glioma cells; U87-MG GRP78 promoter luciferase reporter, 16 h; Potency, µM, for the others: at the top dose activation, hits mostly activators; 0.02% of 420,000 active; note: potency is the fitted concentration of half-maximal effect; series mostly up to about 76 µM; % of control where 0% means no effect; nearly all actives have a fitted effect of over 35% in size
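Stably transfected U87-MG human glioma cells carrying a GRP78-based luminescent sensor were seeded at 1000 cells/well, pin-dosed with compounds and incubated 16 h. Luciferase reagent was then added, and end-point luminescence was read after 10 min at room temperature.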
Numbers without * were called inactive; ? = inconclusive; . = no result given; & = joins results of further samples. Unless noted, calls come from the whole dose curve; as a rule, active = well fitted curve in the direction sought with a large enough effect; inconclusive = small, poorly fitted or top-dose-only effect, or another doubt; inactive = no such curve, though single readings can be large; an effect the other way counts as inactive or inconclusive.

entry	mol	Glioma ERSR ind	D1 antag	Vif-A3F inh	Vif-A3G inh	D1 agonist	D2 potentiator	LDHA block	D1 PAM	RXFP1 agonist
1	CCCN1CNC(=S)N(c2ccccc2OCC)C1	0%	6	-1%	-1%	1	12	-5	-1	1.8%
2	O=C(Cn1c(=O)oc2cc(Cl)ccc21)Nc1cccc(C(F)(F)F)c1	-5%	-47*	-1%	-1%	27	-9	7	-7	0.8%
3	COc1ccccc1N1CCN(C(=O)c2cc(-c3ccc(Cl)cc3)on2)CC1	-2%	7	-8%	4%	3	0	-2	0	1.4%
4	CC(C)C[C@H]1C(=O)N2CCC[C@H]2[C@]2(O)O[C@](NC(=O)[C@@H]3C=C4c5cccc6[nH]c(Br)c(c56)CC4N(C)C3)(C(C)C)C(=O)N12 (some centres undefined)	-1%	-42*	3%	0%	10	-27	1	-4	5.3%
5	COc1ccc(-n2ccnc2CN2CCN(C3CCCC3)C(CCO)C2)cc1 (centres undefined)	-1%	10	-2%	-6%	2	5	1	1	1.4%
6	CCOC(=O)C1=C(C)OC(N)=C(C#N)C1c1ccc(O)c(OC)c1 (centres undefined)	-5%	2	-4%	1%	0	10	3	-6	1.1%
7	CCOc1ccccc1NC(=O)c1c(C)cc(C)nc1SCC(=O)c1cccc(OC)c1	-2%	6	0%	4%	2	-1	2	1	-2.6%
8	C=CCNC(=O)C1CCN(c2nc(C)cc(-c3ccccc3)n2)CC1	6%	9	0%	-6%	0	.	-11	-7	0.2%
9	N/C(=N\OC(=O)c1cc([N+](=O)[O-])ccc1Cl)c1cccnc1	-4%	-2	11%	0%	2	5	-5	6	6.9%
10	Cn1c(SCc2ccc(C(=O)Nc3nccs3)cc2)nnc1-c1ccccc1	3%	5	3%	4%	1	7	-4	0	-0.1%
11	Cc1nn(CCCC(=O)NCc2ccccc2)c(C)c1[N+](=O)[O-]	-9%	-10	0%	-2%	0	-21	-4	-4	6.8%
12	CCN(CC)C(=O)Cn1c(=O)c2ccccc2n2c(=S)sc(-c3cccc(C)c3)c12	-2%	3	-29%	-3%	5	5	-4	1	1.9%
13	O=C(Cc1ccc(S(=O)(=O)N2CCOCC2)s1)N1CCN(S(=O)(=O)c2cccc([N+](=O)[O-])c2)CC1	-7%	2	-5%	-1%	4	-2	-1	-1	0.4%
14	Cc1ccc(C(=O)NCC(=O)N(C)Cc2cccc(F)c2)s1	0%	7	?	-7%	1	18	-2	-3	0.3%
15	OCCN1CCN(c2cc(C(F)(F)F)nc3c(F)cccc23)CC1	-4%	3	3%	1%	4	4	2	8	-6.8%
16	C=CCNC(=O)c1onc(CSc2cccc(OC)c2)c1C(=O)O	1%	39	5%	-3%	-1	-1	-3	-4	0.4%
17	Cc1cc(CN2CCN(CCC#N)CC2)c(O)c(C2(C)CCCCC2)c1	-3%	1	-16%	-3%	1	1	8	-3	2.6%
18	COc1ccc(S(=O)(=O)Nc2ccc3c(c2)C(=O)N([C@H](C)CO)C[C@H](C)[C@@H](CN(C)C(=O)Nc2ccc(C(F)(F)F)cc2)O3)cc1	-2%	.	-1%	0%	.	.	-1	.	.
19	Cc1cccc(NC(=O)CN2CCN(C(=O)c3c(C)nn(Cc4ccccc4)c3C)CC2)c1C	-3%	-18	11%	-1%	2	-8	-6	-3	-0.3%
20	O=C(Cn1cnc2ccccc21)N/N=C/C(Br)=C/c1ccccc1	-8%	4	-7%	-14%	13	-27	-8	0	-0.2%
21	O=C1C2C3c4ccccc4C(c4ccccc43)C2C(=O)N1Cc1ccco1 (centres undefined)	1%	1	-6%	-5%	3	18	3	-3	-0.8%
22	Cc1oc(-c2ccc(C(=O)NCCC(C)C)cc2)nc1CN1CCc2ccccc21	-2%	-10	-5%	0%	0	-6	-6	-3	2.0%
23	O=C(Nc1ccc(O)cc1)c1ccc(C(=O)c2ccccc2)o1	-3%	-25	-1%	1%	3	14	-5	-5	0.7%
24	COCC1CCCN(Cc2nc(-c3ccc4c(c3)OCO4)no2)C1 (centres undefined)	7%	7	1%	6%	1	0	0	9	0.6%
25	COc1cccc(CC(=O)OC(C)C(=O)Nc2ccc(N3CCOCC3)cc2)c1 (centres undefined)	-5%	9	2%	0%	14	27	-1	-1	1.3%
26	Cc1ccc(C(=O)N2CCCC(N3CCN(c4ccccc4C)CC3)C2)c(=O)[nH]1 (centres undefined)	-3%	25	-1%	6%	0	-1	2	-1	-1.0%
27	O=C(CSc1nc2ccccc2o1)NCCOc1ccccc1	0%	6	6%	-2%	1	-1	-9	-6	1.1%
28	Cn1c(=N)n(CC(O)c2ccco2)c2ccccc21 (centres undefined)	-3%	-9	-17%	2%	3	13	-3	-3	-0.8%
29	CCOC(=O)c1c(NC(=O)c2ccc(S(=O)(=O)N3CCCC(C)C3)cc2)sc2c1CC(C)(C)NC2(C)C (centres undefined)	-9%	21	4%	-23%	-2	-5	-4	1	-2.5%
30	Cc1ccc2nc(SCC(=O)NNC(=O)c3ccccc3)[nH]c2c1	-1%	9	7%	-2%	0	-5	0	4	0.5%
31	CCOC(=O)C(=CNc1nc2ccc(C(=O)OCC)cc2s1)C(=O)OCC	-6%	6	1%	1%	0	-6	2	-14	6.6%
32	Cc1cccc(NC(=O)CCCn2c(=S)[nH]c3ccccc3c2=O)c1	-5%	0	1%	1%	0	4	-1	-6	0.0%
33	O=C(Nc1c2c(nc3c1CCC3)CCCC2)c1ccccn1	-3%	14	-16%	-1%	0	-1	0	-4	1.6%
34	COc1cccc(CN2CCN(Cc3nc(-c4cccs4)oc3C)CC2CCO)c1 (centres undefined)	-1%	1	0%	2%	1	-16	-10	1	0.7%
35	c1ccc(-c2ccc(OCCN3CCOCC3)cc2)cc1	2%	-2	-2%	3%	10	8	-1	-1	0.2%
36	Cc1ccc(CCNC(=O)CN2C(=O)COc3ccc(S(=O)(=O)N4CCC(C)CC4)cc32)cc1	-6%&-4%	6&-5	-7%&-1%	-1%&-5%	2&1	-10&0	0&-1	-6&-3	-2.7%&1.6%
37	N#CCC1c2ccccc2CCN1C(=O)Nc1ccc(Cl)cc1 (centres undefined)	-2%	-8	4%	1%	3	-12	-3	-2	-0.2%
38	CCOC(=O)c1sc(/N=C/c2c(C)[nH]n(-c3ccccc3)c2=O)c(C#N)c1C	.	10	.	.	24	9	.	-5	-0.9%
39	Cc1cccc(-n2c(=O)c3c(c4cc(C)ccc4n3C)n(CC(=O)N3CCCC3)c2=O)c1	-1%	12	-3%	1%	-1	2	-1	0	1.3%
40	COC(=O)C(NC(C)=O)(Nc1nc2c(C)cc(C)cc2s1)C(F)(F)F (centres undefined)	-5%	-1	-5%	?	1	-20	-5	0	-1.3%

Copied from the list:
Value for CCN(CC)C(=O)Cn1c(=O)c2ccccc2n2c(=S)sc(-c3cccc(C)c3)c12 under Glioma ERSR ind: -2%
Value for N/C(=N\OC(=O)c1cc([N+](=O)[O-])ccc1Cl)c1cccnc1 under D1 agonist: 2

More results:
entry	mol	Glioma ERSR ind	D1 antag	Vif-A3F inh	Vif-A3G inh	D1 agonist	D2 potentiator	LDHA block	D1 PAM	RXFP1 agonist
41	O=C(CN(C(=O)C1CSC(=O)C1)c1cccc(F)c1)NCc1ccc2c(c1)OCO2 (centres undefined)	-6%	-3	0%	1%	0	-3	-12	-8	1.5%
42	Cc1cc(-n2c(C)cc(C(=O)COc3ccc(F)c(F)c3)c2C)no1	3%	-22	-2%	1%	3	-15	1	-6	2.1%
43	CCc1cc(=O)oc2cc(OCC(=O)NCCCN3CCOCC3)c(Cl)cc12	-1%	-4	5%	7%	3	-9	-2	9	19%
44	COc1ccc(C2=NN(C(=O)c3ccco3)C(c3cccs3)C2)cc1OC (centres undefined)	7%	.	-5%	-16%	.	.	4	.	.
45	CC1CCN(C(=S)NC(=O)c2ccccc2)CC1	-1%	0	-2%	-5%	-1	-4	-3	0	0.2%
46	Cc1ccccc1C(=O)NC(NC(=S)Nc1ccc(S(N)(=O)=O)cc1)C(Cl)(Cl)Cl (centres undefined)	-5%	5	-10%	-4%	2	7	-15	3	1.9%
47	N#Cc1ccccc1S(=O)(=O)N1CCN(S(=O)(=O)c2ccc3c(c2)OCCO3)CC1	.	-37*	.	.	8	.	-1	1	.
48	CC(=O)c1c(NCc2ccccc2)nc(=O)n(-c2ccccc2)c1C	6%	-6	12%	-5%	6	-7	2	-5	-0.5%
49	CC1C(=O)Nc2ccc(S(=O)(=O)N3CCCCCC3)cc21 (centres undefined)	-1%	-8	-1%	-7%	1	.	4	5	0.4%
50	OC(COc1ccc2c(c1)OCO2)CN1CCN(c2ccccc2)CC1 (centres undefined)	-3%	-23	11%	1%	17	-32	-5	-7	-1.4%
51	COc1cc(/C=C/C(=O)NC2CCCCC2)cc(OC)c1OC	-2%	-16	1%	-5%	2	-1	3	-1	0.9%
52	Cc1ccc2c(c1)NC(=O)[C@@]1(C)[C@@H](c3ccccc3)[C@H]3COc4ccc(Cl)cc4[C@@H]3N1C2=O	-1%	.	1%	-24%	.	.	-2	.	.
53	CCCCNc1nc(N(C)c2ccccc2)nc(-n2ccnc2)n1	2%	-1	-1%	-8%	1	3	-4	-6	2.3%
54	O=C(CCN1C(=O)/C(=C\C=C\c2ccccc2)SC1=S)Nc1ccccc1C(=O)O	1%	11	-20%	-29%	2	-17	-3	-3	-0.8%
55	COc1ccccc1N1CCN(C(=O)c2cc3c(=O)oc4ccccc4c3s2)CC1	-4%	-5	2%	2%	2	8	-14	0	0.3%
56	COc1ccccc1NS(=O)(=O)c1ccc(C)c(NC(=O)NCCCl)c1	-4%	0	-22%	-4%	5	-24	-7	-5	-0.6%
57	N/C(Cc1ccc(Cl)cc1)=N\OC(=O)c1ccc2ccccc2c1	-2%	7	0%	1%	2	6	-5	0	1.5%
58	COc1ccc(NC(=O)CSc2nc3c(oc4ccccc43)c(=O)n2-c2ccccc2)cc1OC	0%	17	9%	3%	-1	14	-7	-5	-0.3%

Source: PubChem BioAssay

This is a subset (hit frequency here may not be typical).
